Screens as filed in PubChem BioAssay.
KCNQ2 inh: KCNQ2 channel blockers in CHO-K1 cells – cell-based, FluxOR thallium flux, B-score, primary screen (AID 2156); B-score at 10 µM; hit rate 1.1% among 310,000; O88943; 20 min; hits give low values;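 active = fluorescence ratio B-score at most minus 3 library SDs, with starting brightness B-score within 2 library SDs, cut at about -5.5 in these data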
CHT inh: inhibitors of human choline transporter CHT | Q9GZV3 | CHT-expressing cells, membrane potential dye, choline response; hits give low values | hit rate 0.86% among 310,000 | B-score at 10 µM | AID 488975;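 active = B-score over 3 SD under the library average, and starting fluorescence ratio not unusually high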;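 note: choline stimulus applied at its EC90 after an EC20 pre-addition; B-score computed on integrated fluorescence ratio after choline addition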
Target sequence (Q9GZV3 whole entry, looked up): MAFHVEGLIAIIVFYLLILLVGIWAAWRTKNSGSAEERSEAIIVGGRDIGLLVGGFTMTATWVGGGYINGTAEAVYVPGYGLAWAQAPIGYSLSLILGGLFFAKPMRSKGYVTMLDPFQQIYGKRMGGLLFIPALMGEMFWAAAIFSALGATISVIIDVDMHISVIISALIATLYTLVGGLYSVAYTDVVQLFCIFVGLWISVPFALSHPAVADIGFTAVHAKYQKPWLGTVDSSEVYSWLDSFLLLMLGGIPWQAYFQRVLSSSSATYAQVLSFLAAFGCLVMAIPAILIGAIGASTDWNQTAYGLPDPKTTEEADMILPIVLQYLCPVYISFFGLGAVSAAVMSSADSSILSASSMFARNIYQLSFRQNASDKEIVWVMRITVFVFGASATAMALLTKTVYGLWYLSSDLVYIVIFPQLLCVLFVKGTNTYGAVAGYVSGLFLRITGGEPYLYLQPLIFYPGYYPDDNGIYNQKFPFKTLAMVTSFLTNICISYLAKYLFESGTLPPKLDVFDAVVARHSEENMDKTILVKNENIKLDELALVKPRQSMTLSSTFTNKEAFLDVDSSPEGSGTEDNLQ
* hit, by the source's call.

How did Cc1c(Cl)cccc1N1C(=O)CC(N(O)c2ccccc2)C1=O (stereo unspecified) do in these assays?
KCNQ2 inh: inactive; CHT inh: inactive

What do the screens show for `S=C(NCCc1ccccc1)N1CCc2ccccc2C1`?
KCNQ2 inh: inactive; CHT inh: inactive

Results for COc1ccc(OCC(O)Cn2c(N3CCCCC3)nc3c2c(=O)n(C)c(=O)n3C)cc1 (stereo unspecified) ?
KCNQ2 inh: inactive; CHT inh: inactive

What do the screens show for `CCOC(=O)C(Cc1ccc(NC(=O)/C(=C\c2ccccc2)NC(=O)c2ccccc2)cc1)N1C(=O)c2ccccc2C1=O` (stereo unspecified)?
KCNQ2 inh: inactive; CHT inh: inactive

Results for Cc1cccc2cc(CN(Cc3ccco3)C(=O)NC3CCCCC3)c(=O)[nH]c12 ?
KCNQ2 inh: inactive; CHT inh: inactive

What do the screens show for `O=C(NCc1ccccc1)C(=O)NCC1OCCN1S(=O)(=O)c1ccc2c(c1)OCCO2` (stereo unspecified)?
KCNQ2 inh: inactive; CHT inh: inactive

Results for CC1(C(=O)NCC2CCCO2)Oc2cccnc2NC1=O (stereo unspecified) ?
KCNQ2 inh: inactive; CHT inh: inactive

How did Cc1onc(-c2ccccc2)c1C(=O)Nc1cc(C(F)(F)F)ccc1N1CCOCC1 do in these assays?
KCNQ2 inh: inactive; CHT inh: inactive

How did Cc1cc(C)c(S(=O)(=O)NC2CCN(Cc3ccccc3)CC2)c(C)c1 do in these assays?
KCNQ2 inh: inactive; CHT inh: inactive

How did CSc1ccc(NC(=O)Nc2cc(C)ccn2)cc1 do in these assays?
KCNQ2 inh: inactive; CHT inh: inactive

A draw from above in order of formula weight, lowest first:
Results for CC1(C(=O)NCC2CCCO2)Oc2cccnc2NC1=O (stereo unspecified) ?
KCNQ2 inh: inactive; CHT inh: inactive

How did Cc1cc(C)c(S(=O)(=O)NC2CCN(Cc3ccccc3)CC2)c(C)c1 do in these assays?
KCNQ2 inh: inactive; CHT inh: inactive

What do the screens show for `CCOC(=O)C(Cc1ccc(NC(=O)/C(=C\c2ccccc2)NC(=O)c2ccccc2)cc1)N1C(=O)c2ccccc2C1=O` (stereo unspecified)?
KCNQ2 inh: inactive; CHT inh: inactive

Next section.
Results for COc1ccc(NS(=O)(=O)c2cc(N/C(=N\S(=O)(=O)c3ccccc3)c3ccc(F)cc3)ccc2Cl)cc1 ?
KCNQ2 inh: inactive; CHT inh: inactive

How did CN(CC(=O)Nc1ccc2c(c1)CCC2)CC(=O)Nc1ccccc1Br do in these assays?
KCNQ2 inh: inactive; CHT inh: inactive

Results for COc1ccc(-c2nc(CN3CCC(C(=O)NC4CCCC4)CC3)c(C)o2)cc1OC ?
KCNQ2 inh: inactive; CHT inh: inactive

How did CCOc1cc(N2CCOCC2)c(OCC)cc1NC(=O)[C@H](C)NC(=O)c1ccco1 do in these assays?
KCNQ2 inh: inactive; CHT inh: inactive

Results for CCCC1=Nc2cc(C(=O)NCCCOCC)ccc2Sc2ccccc21 ?
KCNQ2 inh: inactive; CHT inh: inactive

Results for COc1ccc(N2CCN(CCCNC(=S)Nc3c(C)cccc3C)CC2)cc1 ?
KCNQ2 inh: inactive; CHT inh: inactive

Results for CCc1cccc(OCC(=O)Nc2cc(S(=O)(=O)N3CCOCC3)ccc2N2CCCC2)c1 ?
KCNQ2 inh: inactive; CHT inh: inactive

What do the screens show for `O=C(Cn1nc(Cc2cccnc2)c2ccccc2c1=O)N1CCN(C(=O)c2ccco2)CC1`?
KCNQ2 inh: inactive; CHT inh: inactive

Results for COC(=O)C1=C(C)NC=C([N+](=O)[O-])C1c1ccc(OC)cc1 (stereo unspecified) ?
KCNQ2 inh: inactive; CHT inh: inactive

Results for Cc1ccc(C(=O)Nc2ccccc2C(=O)O)cc1S(=O)(=O)Nc1ccccc1 ?
KCNQ2 inh: inactive; CHT inh: inactive

How did Cc1cc(NC(=O)COc2cccnc2[N+](=O)[O-])no1 do in these assays?
KCNQ2 inh: inactive; CHT inh: inactive

What do the screens show for `O=C(Nc1ccc(F)cc1)C1=CC(=O)N2CCN=C2S1`?
KCNQ2 inh: inactive; CHT inh: inactive

How did CCOc1ccccc1NC(=O)CCN(c1ccc(C)cc1)S(=O)(=O)c1ccccc1 do in these assays?
KCNQ2 inh: inactive; CHT inh: inactive

What do the screens show for `N/C(=N\OC(=O)c1ccc(Cl)c([N+](=O)[O-])c1)c1ccccn1`?
KCNQ2 inh: inactive; CHT inh: inactive

What do the screens show for `CC(/C=C/c1ccccc1)=N/NC(=O)Cn1nnc(N)n1`?
KCNQ2 inh: inactive; CHT inh: inactive

What do the screens show for `CC(C)N(Cc1nccn1C)C(=O)c1cc(COc2cccc(C(F)(F)F)c2)on1`?
KCNQ2 inh: inactive; CHT inh: inactive

Results for CCc1ccc(NC(=O)Cn2nnc(C(=O)NCc3ccc4c(c3)OCO4)c2N)cc1 ?
KCNQ2 inh: inactive; CHT inh: inactive

Results for CCOC(=O)N1CCN(c2ncnc3c2cnn3-c2ccc(Cl)cc2)CC1 ?
KCNQ2 inh: inactive

Results for CN(CC(=O)NC1CCCc2ccccc21)S(=O)(=O)c1cccs1 (stereo unspecified) ?
KCNQ2 inh: inactive; CHT inh: inactive

How did CS(=O)(=O)N(CC(=O)N1CCc2ccccc2C1)c1ccccc1Br do in these assays?
KCNQ2 inh: inactive; CHT inh: inactive

What do the screens show for `O=C(/C=C/c1ccc(Cl)cc1)N1CCN(Cc2ccccc2)CC1`?
KCNQ2 inh: inactive; CHT inh: inactive

How did COc1cc(OC)cc(C(=O)N[C@H](C(=O)OCC(=O)Nc2cccc(F)c2)C(C)C)c1 do in these assays?
KCNQ2 inh: inactive; CHT inh: inactive

What do the screens show for `CCN1CCN(C(=O)c2ccccc2N(Cc2ccccc2)S(=O)(=O)c2ccc(C)cc2)CC1`?
KCNQ2 inh: inactive; CHT inh: inactive

Results for COc1ccc(CCNC(=O)CN(c2ccccc2OC)S(=O)(=O)c2ccc(C)cc2)cc1 ?
KCNQ2 inh: inactive; CHT inh: inactive

Results for CSc1cccc(NS(=O)(=O)c2cc(Br)cnc2N)c1 ?
KCNQ2 inh: inactive; CHT inh: inactive

Results for CC(=O)Nc1ccc(Oc2nc(-c3cccnc3)nc3sc4c(c23)CCCC4)cc1 ?
KCNQ2 inh: inactive; CHT inh: inactive

How did CCOc1ccc(NS(=O)(=O)c2ccc(C(=O)N(C)CCc3ccc(OC)c(OC)c3)cc2)cc1 do in these assays?
KCNQ2 inh: inactive; CHT inh: inactive

Results for CCN1CCN(C(=O)CCc2nnc(CCc3ccccc3OC)o2)[C@@H](C)C1=O ?
KCNQ2 inh: inactive; CHT inh: inactive

How did COc1nc(NCCc2ccc(OC)c(OC)c2)nc(Nc2ccccc2)n1 do in these assays?
KCNQ2 inh: inactive; CHT inh: inactive

How did O=C1c2ccccc2C(=O)C12OC(c1ccccc1)C1(C(=O)c3ccccc3C1=O)C2c1ccc([N+](=O)[O-])cc1 (stereo unspecified) do in these assays?
KCNQ2 inh: -7.9*; CHT inh: inactive

Quoted at random: three records from the list
How did COc1nc(NCCc2ccc(OC)c(OC)c2)nc(Nc2ccccc2)n1 do in these assays?
KCNQ2 inh: inactive; CHT inh: inactive

What do the screens show for `O=C(/C=C/c1ccc(Cl)cc1)N1CCN(Cc2ccccc2)CC1`?
KCNQ2 inh: inactive; CHT inh: inactive

Results for COc1ccc(CCNC(=O)CN(c2ccccc2OC)S(=O)(=O)c2ccc(C)cc2)cc1 ?
KCNQ2 inh: inactive; CHT inh: inactive

New compounds follow.
How did CN(CC1CCCN(CCc2ccc(Cl)cc2)C1)C(=O)c1ccco1 (stereo unspecified) do in these assays?
KCNQ2 inh: inactive; CHT inh: inactive

Results for CCN(CC)S(=O)(=O)c1cc(NC(=O)c2ccc(Br)s2)ccc1C ?
KCNQ2 inh: inactive; CHT inh: inactive

How did CC(=O)OC(C(=O)NC1CCCCC1)c1ccc(Cl)c(Cl)c1 (stereo unspecified) do in these assays?
KCNQ2 inh: inactive; CHT inh: -10.9*

Results for Cc1ccc(N2CC(C(=O)Nc3nnc(SCC(N)=O)s3)CC2=O)cc1 (stereo unspecified) ?
KCNQ2 inh: inactive; CHT inh: inactive

Results for N=c1sccn1CC(=O)Nc1ccc([N+](=O)[O-])cc1Cl ?
KCNQ2 inh: inactive; CHT inh: inactive

What do the screens show for `Cc1ccc(/C=N/NC(=O)c2ccc(C(=O)N/N=C/c3ccc(C)s3)o2)s1`?
KCNQ2 inh: inactive; CHT inh: inactive

What do the screens show for `Cc1noc2ncc(C(=O)c3cc(F)ccc3O)cc12`?
CHT inh: inactive

What do the screens show for `COc1cc(NC(=O)CN(C)S(=O)(=O)c2ccc(-c3ccc(=O)[nH]n3)s2)cc(OC)c1`?
KCNQ2 inh: inactive; CHT inh: inactive

How did CCC(C)OC(=O)C1=C(C)O[C@]23OC(N)=C(C#N)[C@]12C(=O)c1ccccc13 (stereo partly specified) do in these assays?
KCNQ2 inh: inactive; CHT inh: inactive

What do the screens show for `COc1cc(/C=N/Nc2nc(=O)[nH]nc2C)cc(OC)c1O`?
KCNQ2 inh: inactive; CHT inh: inactive

How did C/C(=N\NC(=O)c1nnn(-c2nonc2N)c1C(C)C)c1ccncc1 do in these assays?
KCNQ2 inh: inactive; CHT inh: inactive

Results for COc1ccc(OC)c(-n2c(SCC(=O)N3CCc4ccccc43)nc3c(c2=O)SCC3)c1 ?
KCNQ2 inh: inactive; CHT inh: inactive

How did CN1C(=O)CC(c2cn(Cc3ccccc3)c3ccccc23)C1=O (stereo unspecified) do in these assays?
KCNQ2 inh: inactive; CHT inh: inactive

Results for O=C(NC1CC1)C1=C[C@@H](c2csc3ccccc23)C[C@@H](OCCCCO)O1 ?
KCNQ2 inh: inactive; CHT inh: inactive

What do the screens show for `CCC(C)Sc1nc(O)c(Cc2ccccc2)c(=O)[nH]1` (stereo unspecified)?
KCNQ2 inh: inactive; CHT inh: inactive

How did CC(=O)c1cccc(NC(=O)NC2CCCCC2)c1 do in these assays?
KCNQ2 inh: inactive; CHT inh: inactive

How did CCOC(=O)c1cc(C(=O)Nc2ccccc2F)nn1C do in these assays?
KCNQ2 inh: inactive; CHT inh: inactive

What do the screens show for `Cc1cc(-n2c(C)cc(C(=O)COC(=O)CN=C3NS(=O)(=O)c4ccccc43)c2C)no1`?
KCNQ2 inh: inactive; CHT inh: inactive

What do the screens show for `CCOc1cccc(C(=O)Nc2cc(-c3nn4c(C)nnc4s3)ccc2C)c1`?
KCNQ2 inh: inactive; CHT inh: inactive

What do the screens show for `Cc1onc(-c2ccccc2)c1C(=O)Oc1ccccc1`?
KCNQ2 inh: inactive; CHT inh: inactive

What do the screens show for `S=C(NCC1CCCO1)N1CCN(c2nc(-c3ccccc3)cs2)CC1` (stereo unspecified)?
KCNQ2 inh: inactive; CHT inh: inactive

What do the screens show for `Cc1cnc(C(=O)OCC(=O)Nc2ccc(Cl)cc2Cl)cn1`?
KCNQ2 inh: inactive; CHT inh: inactive

What do the screens show for `Cc1n[nH]c(C)c1CCC(=O)N/N=C/c1cccc([N+](=O)[O-])c1`?
KCNQ2 inh: inactive; CHT inh: inactive

What do the screens show for `CCCCn1c(=O)c(C(C)=O)c(O)c2ccccc21`?
KCNQ2 inh: inactive; CHT inh: inactive

Results for Cc1ccc2c(c1)N(CCCC(=O)NCc1ccc3c(c1)OCO3)C(=O)CO2 ?
KCNQ2 inh: inactive; CHT inh: inactive

How did Cc1ncc(CN2CCN(Cc3ccc(F)cc3)C(CCO)C2)s1 (stereo unspecified) do in these assays?
KCNQ2 inh: inactive; CHT inh: inactive

How did Cc1ccc(S(=O)(=O)N2CC3CCCN3c3ccc(C(F)(F)F)cc32)cc1 (stereo unspecified) do in these assays?
KCNQ2 inh: inactive; CHT inh: inactive

How did CC(=O)Nc1cccc(NC(=O)CSc2nn3c(=O)c(C)nnc3s2)c1 do in these assays?
KCNQ2 inh: inactive; CHT inh: inactive

What do the screens show for `O=C1N=C(N2CCN(c3ccccc3)CC2)S/C1=C/c1cccs1`?
KCNQ2 inh: inactive; CHT inh: inactive

How did Cc1cccc(N2CCN(C(=O)c3cc(C)oc3C)CC2C)c1 (stereo unspecified) do in these assays?
KCNQ2 inh: inactive; CHT inh: inactive

What do the screens show for `CCOC(=O)c1sc2ncn(/N=C/c3ccc(O)cc3)c(=O)c2c1C`?
KCNQ2 inh: inactive; CHT inh: inactive

What do the screens show for `CNc1nc(-c2ccccc2)cc(C)c1S(C)(=O)=O`?
KCNQ2 inh: inactive; CHT inh: inactive

How did CC1(C)Cc2cccc(OCC(=O)OCC(=O)Nc3ccc(C(N)=O)cc3)c2O1 do in these assays?
KCNQ2 inh: inactive; CHT inh: inactive

What do the screens show for `O=c1[nH]c(CN2CCCCC2)nc2ccccc12`?
KCNQ2 inh: inactive; CHT inh: inactive

How did O=C(O)c1csc(N/N=C/c2ccc(Br)cc2)n1 do in these assays?
KCNQ2 inh: inactive

How did CCOC(=O)C1CCCN(C(=O)CC(c2ccccc2)c2ccccc2)C1 (stereo unspecified) do in these assays?
KCNQ2 inh: inactive; CHT inh: inactive

Results for O=S(=O)(c1cccs1)N1CN(Cc2ccccc2)c2nc3ccccc3nc21 ?
KCNQ2 inh: inactive; CHT inh: inactive

Results for Cc1ccc(C)c(NC(=O)C2CCCC2)c1 ?
KCNQ2 inh: inactive; CHT inh: inactive

How did CCOCCCNC(=O)CN1C(=O)COc2ccc(S(=O)(=O)N3CCCC3)cc21 do in these assays?
KCNQ2 inh: inactive; CHT inh: inactive

What do the screens show for `NNC(=S)Nc1cccc(Cl)c1`?
KCNQ2 inh: inactive; CHT inh: inactive

How did CCCCn1c(N)c(N(CC(C)C)C(=O)CN(C)S(=O)(=O)c2ccc(C)cc2)c(=O)[nH]c1=O do in these assays?
KCNQ2 inh: inactive; CHT inh: inactive
